FAS TE block: inhibitors of human fatty acid synthase thioesterase domain | P49327 | recombinant FAS-TE, OMFH fluorogenic substrate, fluorescence endpoint | inhibition, % at 15 µM | 360,000 tested, 0.67% active;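 active = compounds whose normalised, plate-corrected inhibition of enzyme fluorescence in the single-dose primary screen is 50% or more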;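 also: 0% = DMSO with enzyme and 100% = substrate without enzyme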
MsrA act: activates bovine MsrA enzyme; purified bovine MsrA, absorbance read-out; activation, % at 10.6 µM; 360,000 tested, 0.3% active; AID 602163; in the data active = activation above about 7.5%;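 also: 0% = vehicle and 100% = reference activator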
MsrA inhibitor: bovine MsrA inhibition; inhibition, % at 15.5 µM; 360,000 tested, 0.75% active; purified bovine MsrA, absorbance read-out; in the data active = inhibition above about 4.5%;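 also: 0% = vehicle wells with enzyme and 100% = reference inhibitor wells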
MT1-MMP act inh: blocks activation of human MT1-MMP; P50281; HT1080 RFP-PRO-GFP cells, GFP/RFP ratio fluorescence, overnight; percent of plate control window, DMSO zero; GFP/RFP ratio change, % at 20 µM; 360,000 tested, 0.061% active; AID 651647;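 active = GFP/RFP ratio change of at least 30% with cell ATP level not reduced by more than half and red fluorescence within 50% of control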; also: strong numbers were not always called active
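Assay system: RFP-PRO-GFP reporter HT1080 cells; read-out basis: GFP/RFP fluorescence ratio; benchmarks: DMSO wells and RFP-L50D-GFP cells; doses: 20 µM single dose, 1% DMSO; schedule: overnight cell settling, then overnight compound exposure, 37 °C, 5% CO2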
CSN deneddyl inh: CSN deneddylation inhibition; AID 651999; 360,000 tested, 0.38% active; inhibition, % at 12.5 µM; Purified CSN, SCF-Nedd8-OG deneddylation, fluorescence polarization;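 active = pattern-corrected inhibition above about 35%, with an unprinted fluorescence ratio check between 0.5 and 1.5, limit read from the data, passing the limit was not always enough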;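 also: 0% = enzyme with substrate and 100% = substrate without enzyme; some results filed as inactive read as strong as hits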
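Test system: purified human Csn5 enzyme expressed in HEK293T cells. Amount: 0.24 nM enzyme. Reagent: SCFSkp2-Nedd8OG substrate at 10 nM final. Schedule: 90 min incubation of compound, enzyme and substrate at room temperature. Detection: fluorescence polarization. Read-out: % inhibition of substrate cleavage by Csn5.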
E coli Lon inh: inhibits E. coli Lon protease | inhibition, % at 7.94 µM | P0A9M0 | purified E. coli Lon protease, fluorescence polarization | 360,000 tested, 0.42% active | AID 602123; in the data active = inhibition above about 13%, passing the limit was not always enough;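 also: 0% = enzyme with probe and DMSO and 100% = no enzyme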
MLLE-PAM2 inh: blocks PAM2 peptide binding to the PABP1 MLLE domain | GST-MLLE / FITC-PAM2 fluorescence polarization | inhibition, % at 20 µM | 360,000 tested, 0.36% active | AID 588489; in the data active = inhibition above about 35%, passing the limit was not always enough;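 also: plate controls were DMSO wells with GST-MLLE for no effect and wells lacking GST-MLLE protein for full effect; some results filed as inactive read as strong as hits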
Rin1-Abl PPI inh: inhibitors of human Rin1-Abl protein interaction | P00519+Q13671 | TR-FRET Rin1/Abl binding, biochemical | inhibition, % at 7.35 µM | 360,000 tested, 0.4% active | AID 588664; in the data active = inhibition above about 5%, passing the limit was not always enough
Rpn11 block: Rpn11 (human) deubiquitinase inhibition; O00487; human 26S proteasome, Ub4-pepOG fluorescence polarization; 20S core pre-blocked with epoxomicin; calls only at 20 µM; 360,000 tested, 0.59% active; AID 588493;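 active = inhibition at 20 µM, scaled to each plate's controls, above about 33%, limit read from the data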
Numbers without * were called inactive; i = inactive; . = no result given.

1) CC1=CC(c2ccccc2)n2ncnc2N1 (configuration not stated)
2) CC(=O)NCc1ccc(-c2csc(NC(=O)CCCc3nc4ccccc4c(=O)[nH]3)n2)cc1
3) CC1(C)CC(=O)C2=C(C1)NC1=C(C(=O)c3ccccc31)C2c1cccnc1 (configuration not stated)
4) CCOC(=O)c1[nH]c(C)c(C(=O)OCC)c1C
5) CNC(=O)c1ccccc1NC(=O)c1cccc(S(=O)(=O)N2CCC(C)CC2)c1
6) CC(C)c1ccc(NC2CCCN(C(=O)c3cc(C(C)C)nc(N)n3)C2)cc1 (configuration not stated)
7) O=C(CCc1nc2ccccc2s1)Nc1ccccc1
8) O=C(CSc1nc2ccccc2c(=O)n1Cc1ccco1)N1CCCC1
9) CCC(C)[C@H](NS(=O)(=O)c1ccc(C)cc1)C(=O)N1CCC(C(=O)N2CCC(C(N)=O)CC2)CC1 (some centres not stated)
10) O=C(Nc1ccccc1NC(=O)C1CCCO1)c1ccco1 (configuration not stated)
screen / no.	1	2	3	4	5	6	7	8	9	10
FAS TE block	1	-4	12	-6	22	-3	-14	6	-5	-15
MsrA act	-8	-2	-4	-3	-3	-2	-9	-3	-3	2
MsrA inhibitor	-0.1	-0.2	0.6	-0.9	-0.7	0.4	0.0	0.3	1.2	-1.0
MT1-MMP act inh	0	0	1	1	6	0	-1	-1	0	6
CSN deneddyl inh	4	0	2	4	-1	2	-11	2	-1	0
E coli Lon inh	-10	-6	-1	4	7	4	-7	2	-5	-2
MLLE-PAM2 inh	4	-4	8	7	-4	12	-6	15	-4	2
Rin1-Abl PPI inh	0	2	-4	-1	-2	0	0	-1	0	-2
Rpn11 block	i	i	i	i	i	i	i	i	i	i

11) O=C(NCc1ccccc1)C1C(=O)N(Cc2ccccc2)C(=O)C1C1(O)CCCC1 (configuration not stated)
12) Cc1nc2cc(C(F)(F)F)ccc2n1C1CCN(CC(=O)N2CCOCC2)CC1
13) O=C(CSc1nc2nc[nH]c2c(=O)[nH]1)NC1CCCCC1
14) Cc1ccc(NC(=O)COc2coc(CN3c4ccccc4CC3C)cc2=O)c(C)c1 (configuration not stated)
15) C[C@H](CO)N1C[C@H](C)[C@H](CN(C)S(=O)(=O)c2ccc(-n3cccn3)cc2)OCc2cnnn2CCCC1=O
16) O=C(CN1CCN(c2ccccc2F)CC1)Nc1ccc2c(c1)CCC2
17) CCOC(=O)C(Cc1cc(C(C)=O)ccc1OCC)C(=O)OCC
18) COc1cccc(C(O)c2nc(-c3cccc(CO)c3)cs2)c1 (configuration not stated)
19) COc1cc(NC(=S)NC(=O)c2ccc(F)cc2)ccc1NC(=O)c1ccco1
20) CCOC(=O)c1c(NC(=O)COC(=O)CCNS(=O)(=O)c2ccccc2)sc(C(=O)NC)c1C
screen / no.	11	12	13	14	15	16	17	18	19	20
FAS TE block	-3	-9	-7	7	-8	-5	-4	-6	-7	-4
MsrA act	-2	-8	-2	1	0	-4	-2	4	-1	-1
MsrA inhibitor	0.8	0.1	-0.1	-0.1	-0.5	-0.8	1.6	0.8	-0.5	0.7
MT1-MMP act inh	0	5	0	4	-3	-5	3	3	-3	-8
CSN deneddyl inh	-6	-1	4	0	-1	0	4	1	0	-6
E coli Lon inh	-1	-9	-7	-14	-6	2	-5	2	4	4
MLLE-PAM2 inh	-9	10	18	8	6	7	-6	8	24	-132
Rin1-Abl PPI inh	0	0	2	1	1	-1	0	-2	-5	-2
Rpn11 block	i	i	i	i	i	i	i	i	i	i

21) O/N=C/c1ccc2ccccc2n1
22) NC(=O)CN(c1ccc(Cl)cc1)S(=O)(=O)c1ccccc1
23) Cc1ccc(CN2C(=O)C(CC(C)C)Nc3ncnc(N4CCCCC4)c32)cc1 (configuration not stated)
24) CSc1nc(Cl)cc(=O)[nH]1
25) O=C(N/N=C/c1ccsc1)c1cc(-c2cccs2)nc2ccccc12
26) Cc1cc(C(=O)CSc2nnc(-c3ccco3)o2)c(C)n1CC1COc2ccccc2O1 (configuration not stated)
27) CC1CCCCC1N1CN=C(Nc2nc3ccccc3s2)NC1 (configuration not stated)
28) COc1ccc2oc(C(=O)NC(C)c3ccccn3)c(C)c2c1 (configuration not stated)
29) CCc1cc(=O)oc2cc(C)cc(OC(C)C(=O)NCc3ccncc3)c12 (configuration not stated)
30) O=C(Cc1ccccc1)N/N=C/c1ccc([N+](=O)[O-])s1
screen / no.	21	22	23	24	25	26	27	28	29	30
FAS TE block	-8	-7	9	-1	2	21	-5	-6	-2	-4
MsrA act	-1	-4	-2	-2	-3	1	2	-5	-2	7.9*
MsrA inhibitor	-0.3	-0.8	-0.4	1.0	2.3	0.3	-1.4	-1.2	0.0	1.7
MT1-MMP act inh	0	1	-2	-5	-4	-2	7	0	-2	-7
CSN deneddyl inh	4	-13	78*	-6	2	0	-4	3	3	0
E coli Lon inh	-1	1	-3	7	-3	-4	5	-4	6	-9
MLLE-PAM2 inh	-2	5	8	8	4	-36	9	-27	-9	4
Rin1-Abl PPI inh	3	4	2	2	-5	-1	0	1	-1	-5
Rpn11 block	i	i	i	i	i	i	i	i	i	i

31) Cc1ccc(S(=O)(=O)N2CCOCC2)cc1NC(=O)COC(=O)CNC(=O)c1ccc(Oc2ccccc2)cc1
32) C[C@]12c3[nH]c4cc(-c5ccco5)ccc4c3CCN1C(=O)[C@@H](CC(=O)NCc1cccc(C(F)(F)F)c1)C[C@@H]2C(=O)N1CCOCC1
33) O=C(COC(=O)/C=C/c1ccccc1[N+](=O)[O-])NC(=O)NC1CCCC1
34) CCCOc1ccc(N2C(=O)CC(N3CCN(CCN=CC4C(=O)CC(C)(C)CC4=O)CC3)C2=O)cc1 (configuration not stated)
35) CC(C)c1ccc(S(=O)(=O)N2CCN(C(=O)CCNS(=O)(=O)c3ccccc3F)CC2)cc1
36) CCOC(=O)C1=C(C)N=c2sc(=C(C)C)c(=O)n2C1c1ccc(N(C)C)cc1 (configuration not stated)
37) CN1CCCC1CN1CCCC1 (configuration not stated)
38) Oc1ccc(Br)cc1/C=N/Nc1ncc(-c2ccccc2)cn1
39) CCOC(=O)C1(C)CCN1C(=O)c1ccc(F)c(Cl)c1 (configuration not stated)
40) O=C(CSc1nc2ccccc2o1)NC1CCCC1
screen / no.	31	32	33	34	35	36	37	38	39	40
FAS TE block	-6	13	2	-8	23	14	-1	-1	-4	-5
MsrA act	-8	0	4	-13	-3	-2	-4	-2	-7	-3
MsrA inhibitor	1.4	-0.5	-1.3	-0.9	0.8	2.3	.	0.6	2.0	0.2
MT1-MMP act inh	3	1	-1	-1	1	-9	4	3	-5	-4
CSN deneddyl inh	-8	8	-9	-6	-1	8	-4	0	1	1
E coli Lon inh	-2	-7	2	-4	-10	-8	9	5	-6	-3
MLLE-PAM2 inh	10	-5	2	-7	-6	-12	-12	6	22	7
Rin1-Abl PPI inh	2	3	1	2	3	0	2	-3	-1	3
Rpn11 block	i	i	i	i	i	i	i	i	i	i

Another view of some results above.
entry	Structure	FAS TE block	MsrA act	MsrA inhibitor	MT1-MMP act inh	CSN deneddyl inh	E coli Lon inh	MLLE-PAM2 inh	Rin1-Abl PPI inh	Rpn11 block
30	O=C(Cc1ccccc1)N/N=C/c1ccc([N+](=O)[O-])s1	-4	7.9*	1.7	-7	0	-9	4	-5	i
31	Cc1ccc(S(=O)(=O)N2CCOCC2)cc1NC(=O)COC(=O)CNC(=O)c1ccc(Oc2ccccc2)cc1	-6	-8	1.4	3	-8	-2	10	2	i
32	C[C@]12c3[nH]c4cc(-c5ccco5)ccc4c3CCN1C(=O)[C@@H](CC(=O)NCc1cccc(C(F)(F)F)c1)C[C@@H]2C(=O)N1CCOCC1	13	0	-0.5	1	8	-7	-5	3	i
33	O=C(COC(=O)/C=C/c1ccccc1[N+](=O)[O-])NC(=O)NC1CCCC1	2	4	-1.3	-1	-9	2	2	1	i
34	CCCOc1ccc(N2C(=O)CC(N3CCN(CCN=CC4C(=O)CC(C)(C)CC4=O)CC3)C2=O)cc1 (configuration not stated)	-8	-13	-0.9	-1	-6	-4	-7	2	i
35	CC(C)c1ccc(S(=O)(=O)N2CCN(C(=O)CCNS(=O)(=O)c3ccccc3F)CC2)cc1	23	-3	0.8	1	-1	-10	-6	3	i
36	CCOC(=O)C1=C(C)N=c2sc(=C(C)C)c(=O)n2C1c1ccc(N(C)C)cc1 (configuration not stated)	14	-2	2.3	-9	8	-8	-12	0	i
37	CN1CCCC1CN1CCCC1 (configuration not stated)	-1	-4	.	4	-4	9	-12	2	i
38	Oc1ccc(Br)cc1/C=N/Nc1ncc(-c2ccccc2)cn1	-1	-2	0.6	3	0	5	6	-3	i
39	CCOC(=O)C1(C)CCN1C(=O)c1ccc(F)c(Cl)c1 (configuration not stated)	-4	-7	2.0	-5	1	-6	22	-1	i
40	O=C(CSc1nc2ccccc2o1)NC1CCCC1	-5	-3	0.2	-4	1	-3	7	3	i

Carrying on.
41) CC1CC(C)CN(C(=O)Cn2cc(C=O)c3ccccc32)C1 (configuration not stated)
42) COc1ccc2ccccc2c1/C=N/NC(=O)c1ccc([N+](=O)[O-])cc1
43) COc1ccc(C(=O)C2CCCN(Cc3cn(C)nc3-c3ccccc3)C2)cc1F (configuration not stated)
44) CCCC(C)C(=O)Nc1ccc(C(N)=O)cc1 (configuration not stated)
45) CCN(CC)S(=O)(=O)c1ccc(N2CCOCC2)c(NC(=O)COc2ccccc2)c1
46) COc1cc(N/C(N)=N/c2nc(C)cc(C)n2)c(OC)cc1Cl
47) COc1ccc(-n2c(=O)c3ccccc3c3ccccc3c2=O)cc1
48) Cc1ccc(S(=O)(=O)N(C)c2ccc(C(=O)O)cc2)cc1
49) O=C(O)c1cc2n(n1)C(C(F)(F)F)CC(C1CC1)N2 (configuration not stated)
50) Cc1ccc(C(=O)Nc2ccc(N3CCN(C)CC3)cc2)cc1
51) CCOc1ccc(NC(=O)CCC(=O)N/N=C2\CCCc3ccccc32)cc1
52) O=C(COC(=O)CCSc1ccc(Cl)cc1)NCc1ccco1
screen / no.	41	42	43	44	45	46	47	48	49	50	51	52
FAS TE block	2	-5	2	-8	11	-16	-1	-10	-6	-1	-3	-1
MsrA act	-5	-1	-3	-1	-2	0	3	-14	-4	-1	-2	0
MsrA inhibitor	-0.8	-0.8	-0.4	-0.1	0.8	-0.8	-0.5	-0.9	2.5	0.7	1.0	-0.5
MT1-MMP act inh	1	5	-6	-2	0	0	4	0	2	1	.	0
CSN deneddyl inh	-1	0	-2	1	4	-1	-1	1	-7	-2	2	-5
E coli Lon inh	-9	4	6	6	3	-4	-7	1	-5	-10	10	6
MLLE-PAM2 inh	-5	-9	17	10	-2	-2	-6	21	2	-7	4	8
Rin1-Abl PPI inh	-2	2	-1	0	3	1	-5	4	-1	0	-2	0
Rpn11 block	i	i	i	i	i	i	i	i	i	i	i	i

Source: PubChem BioAssay (several laboratories)
